Compound activity: PubChem, several laboratories
PvdQ inh = blocks Pseudomonas aeruginosa PvdQ acylase activity | inhibition, % at 10 µM | AID 488965 | 340,000 tested, 0.063% active | purified PvdQ acylase, fluorescence plate reader; in the data active means inhibition above about 30%, passing the limit was not always enough;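 further: 0% = vehicle neutral wells and 100% = reference inhibitor wells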
Keap1-Nrf2 PPI = disrupts human Keap1 binding to Nrf2 peptide | inhibition, % at 9.4 µM | 340,000 tested, 0.15% active | Q14145 | AID 504523 | Keap1 Kelch-Nrf2 peptide fluorescence polarization, 1536-well; in the data active means inhibition above about 12%;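 further: human Keap1 Kelch domain with fluorescein labeled Nrf2 9mer peptide probe; 0% = neutral control wells and 100% = peptide positive control; higher means more block of Keap1 binding to Nrf2 peptide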
PfHsp90 set2 = inhibits growth of yeast expressing Plasmodium falciparum Hsp90; S. cerevisiae expressing PfHsp90, BacTiter-Glo ATP, 48 h; yeast lacking PDR1 and PDR3 efflux regulators; inhibition, % at 9.4 µM; 310,000 tested, 0.32% active; AID 504621;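 active means every replicate shows inhibition above about 80%, whatever the replicate mean, limit read from the data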;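 further: 0% = DMSO neutral controls and 100% = 20 µM radicicol positive controls; yeast relying on Plasmodium falciparum Hsp90 in place of its own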
C-LANA FP = inhibitors of KSHV LANA C-terminal domain DNA binding. 340,000 tested, 0.078% active. MBP-C-LANA/FAM-LBS DNA binding, fluorescence polarization. inhibition, % at 9 µM;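 active means highest replicate inhibition at or above 60% at 9 µM, even if other replicates fall short; inactive means all replicates below 60% inhibition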;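 further: 0% = neutral control wells and 100% = 4 µM acridine orange control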
CDK5 inh = CDK5/p35 (human) kinase inhibition | Q00535+Q15078 | inhibition, % at 10 µM | 330,000 tested, 0.01% active | Recombinant CDK5/p35, ADP-Glo luminescence, 60 min | AID 488839;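 active means highest replicate inhibition of at least 50% and at least 75% of replicates reaching 50%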;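 further: plate controls were DMSO neutral control for no effect and GW8510 at 10 µM for full effect; many of its hits are not listed in these tables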
Rtt109 Vps75 = C. albicans Rtt109 histone acetyltransferase inhibition; AID 540336; purified Rtt109/Vps75, ThioGlo CoA-SH fluorescence, 4 h; 330,000 tested, 0.16% active; inhibition, % at 34.9 µM; Q5AAJ8;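 active means inhibition of at least 50% in every replicate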
dFosB act = mouse delta FosB homodimer activation | purified delta FosB, TAMRA-CDK5 oligo fluorescence polarization; percent of positive-control signal above neutral wells | activation, % at 25 µM | 340,000 tested, 0.99% active;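 active means mean activation above about 17%, with every replicate also reaching it, limit read from the data, passing the limit was not always enough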;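 further: fluorescence polarization rise as delta FosB binds a TAMRA Cdk5 AP-1 oligo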
Cardiac RTF inh = cardiac RTF calcium desensitization; P19429+P45379; IANBD-labeled cardiac RTF, Ca2+ fluorescence; inhibition, % at 7.15 µM; 340,000 tested, 0.12% active;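 active means inhibition above the mean inhibition of all tested compounds plus 3 SD, cut at about 17% in these data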;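 further: assay run at fixed EC70 calcium of 1.6 mM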
NSD2 HMT inh = inhibitors of human histone methyltransferase NSD2 | NSD2 peptide methylation, AlphaScreen, 120 min | O96028 | inhibition, % at 12.5 µM | 310,000 tested, 0.54% active | AID 743445; in the data active means inhibition above about 50%
Target sequence (O96028 whole entry, looked up): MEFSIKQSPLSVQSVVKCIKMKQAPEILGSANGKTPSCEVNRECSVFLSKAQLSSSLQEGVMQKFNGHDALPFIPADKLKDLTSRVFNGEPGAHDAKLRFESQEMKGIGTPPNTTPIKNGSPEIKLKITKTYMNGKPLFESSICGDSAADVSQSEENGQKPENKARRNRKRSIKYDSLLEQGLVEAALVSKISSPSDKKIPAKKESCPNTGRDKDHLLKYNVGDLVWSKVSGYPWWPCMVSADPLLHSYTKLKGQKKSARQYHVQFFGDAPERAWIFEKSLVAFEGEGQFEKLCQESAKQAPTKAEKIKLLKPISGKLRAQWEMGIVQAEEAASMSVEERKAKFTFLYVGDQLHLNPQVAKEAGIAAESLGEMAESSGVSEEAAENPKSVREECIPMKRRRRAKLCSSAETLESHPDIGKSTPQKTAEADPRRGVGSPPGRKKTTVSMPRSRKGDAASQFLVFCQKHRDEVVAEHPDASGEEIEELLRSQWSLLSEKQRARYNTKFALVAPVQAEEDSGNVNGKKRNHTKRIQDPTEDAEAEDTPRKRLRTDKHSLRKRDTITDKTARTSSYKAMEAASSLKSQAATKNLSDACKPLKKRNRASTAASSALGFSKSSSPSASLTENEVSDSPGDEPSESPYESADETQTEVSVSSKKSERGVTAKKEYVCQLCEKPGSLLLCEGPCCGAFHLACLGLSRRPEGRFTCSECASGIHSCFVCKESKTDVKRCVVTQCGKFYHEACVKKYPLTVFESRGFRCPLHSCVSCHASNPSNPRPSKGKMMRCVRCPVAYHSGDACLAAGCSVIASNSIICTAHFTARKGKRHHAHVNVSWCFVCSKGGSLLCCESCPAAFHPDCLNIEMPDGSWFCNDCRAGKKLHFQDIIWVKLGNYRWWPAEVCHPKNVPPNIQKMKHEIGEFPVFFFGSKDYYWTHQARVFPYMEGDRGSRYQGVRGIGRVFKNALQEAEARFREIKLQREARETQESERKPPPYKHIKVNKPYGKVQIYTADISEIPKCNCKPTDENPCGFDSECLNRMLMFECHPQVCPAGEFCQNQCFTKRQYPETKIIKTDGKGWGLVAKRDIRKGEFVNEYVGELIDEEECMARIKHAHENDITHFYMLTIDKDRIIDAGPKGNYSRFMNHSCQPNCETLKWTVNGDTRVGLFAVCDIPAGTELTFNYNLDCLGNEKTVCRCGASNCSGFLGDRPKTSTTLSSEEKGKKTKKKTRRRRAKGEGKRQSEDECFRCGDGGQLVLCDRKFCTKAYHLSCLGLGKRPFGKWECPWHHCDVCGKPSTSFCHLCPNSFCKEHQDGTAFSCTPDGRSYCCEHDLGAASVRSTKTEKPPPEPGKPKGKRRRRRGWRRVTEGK
RTF Ca sens act = increases calcium sensitivity of human cardiac regulated thin filaments | IANBD-labeled TnC RTF fluorescence at EC20 calcium; 0% EC20 calcium, 100% full calcium | activation, % at 7.2 µM | 340,000 tested, 0.24% active | AID 493008;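 active means activation above the mean over all tested compounds plus 3 SD, cut at about 30% in these data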;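 further: rise in fluorescence read as greater calcium sensitivity of cardiac thin filaments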
SUMO Mot1 rescue = SUMOylation pathway inhibition by Mot1-301 growth rescue; 320,000 tested, 1% active; growth rescue, % at 18.8 µM; AID 2716; S. cerevisiae Mot1-301 growth rescue, ATP luminescence, 38.5C; percent above DMSO median, 100 means doubled;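 active means every valid replicate shows activation above 250% relative to neutral control wells; inactive means the rest, any valid replicate at or below 250%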;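 further: OY570 slx delta 5 strain wells were the positive control but not used for scaling; some compounds called inactive have numbers as strong as hits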
The depositor's hits bear a star; i = inactive; · = no result given.

SMILES	PvdQ inh	Keap1-Nrf2 PPI	PfHsp90 set2	C-LANA FP	CDK5 inh	Rtt109 Vps75	dFosB act	Cardiac RTF inh	NSD2 HMT inh	RTF Ca sens act	SUMO Mot1 rescue
COCCNCCCOc1ccc(Cl)cc1Br	-4	-1	3	-0.3	-1.1	·	2	2	9	-1	15
Cc1ccc2c(c1)-c1nc3ccccc3cc1C2=NC1CCCCC1	-2	5	26	-1.8	0.4	1	-28	9	·	6	9
COc1ccc(-n2nc(C(=O)NCC(=O)NCCCN3CCN(C)CC3)c3ccccc3c2=O)cc1OC	-14	0	-31	0.9	-1.5	-2	-5	-1	24	0	-11
COc1ccc(CCNC(=O)CCn2cccc2)cc1OC	0	-3	-2	0.7	-0.5	5	4	2	9	5	-1
CCc1nc(SCC(=O)N2CCN(C(=O)c3ccco3)CC2)c2c3c(sc2n1)CCCC3	-8	5	3	-1.9	0.7	-9	-22	-11	4	-2	-10
O=C(NCc1c(F)cccc1F)c1cc(COc2c(F)cccc2F)on1	2	2	-14	0.5	0.6	13	5	0	0	-1	-8
Cc1c(C(=O)N2CCOCC2)sc(NC(=O)c2ccc([N+](=O)[O-])cc2)c1C#N	-16	1	-5	1.8	-0.8	-2	-5	-4	4	1	4
COc1ccccc1NC(=S)NCCSc1ccc(C)cc1	3	-2	-13	-0.5	0.4	-3	-1	4	0	-10	11
CCN(CCNC(=O)C1CCC(=O)N1Cc1ccc(C)cc1)c1ccccc1 (configuration not stated)	-11	-6	-29	-0.4	0.2	-6	-2	-12	1	4	-4
COC(=O)C1(Cc2cc(-c3cccc(Br)c3)no2)CCN(C(=O)OC(C)(C)C)CC1	-6	-3	-70	1.8	-0.1	3	0	-11	·	0	-5
CC(C)(C)c1cc(OC(=O)C2CCCC2)ccc1O	6	5	-11	0.1	-2.3	21	-12	-1	3	-1	-5
O=C(O)CC1Sc2nnc(COc3ccc(Cl)cc3)n2N=C1c1ccccc1 (configuration not stated)	-7	1	-6	0.5	1.6	10	-6	-14	·	-5	-5
CCC(C)NC(=O)C1c2cc(OC)c(OC)cc2C(=O)N(C)C1c1cccs1 (configuration not stated)	-9	0	·	-1.2	0.0	-1	-5	-17	-2	4	17
Cc1ccc(C(=O)c2ccc([N+](=O)[O-])cc2)cc1	3	-3	6	0.6	-1.1	3	-4	1	25	1	22
CCC(=O)c1c(NC(CC)CO)cc(C)oc1=O (configuration not stated)	4	-4	0	-0.8	1.6	8	0	-8	-3	-3	5
CCOC(=O)c1cc(NC(=O)CSc2nnc(CN3CCOCC3)n2C)ccc1Cl	-12	-2	3	1.1	0.6	-1	-12	-9	-1	3	1
O=C(CSCc1ccc(Cl)cc1)N/N=C/c1ccc(OCC(=O)Nc2ccccc2)cc1	-11	-7	7	1.4	2.0	3	-3	-12	3	3	-7
CN(C)CCCNc1nc(N)c([N+](=O)[O-])c(NCc2ccccc2)n1	9	1	-5	-1.4	2.1	-7	5	5	14	2	0
Cn1c2c(c(=O)n(C)c1=O)C(C(F)(F)F)(C(F)(F)F)N=C(C1CCCCC1)N2	-14	-1	5	1.6	1.3	-6	-12	-11	-3	1	-2
Cc1ccc(OC[C@H](O)[C@H](C)NC(C)C)c2c1CCC2	-6	3	-11	0.7	-1.2	-4	-2	6	·	1	-6
CCc1nnc(SCc2ccc(OC(C)C)cc2)n1N	-4	0	-45	-1.4	0.9	6	1	1	0	-3	-1
Cc1ccc(CNC(=O)COC(=O)c2ccc(S(=O)(=O)N3CCCCCC3)cc2)cc1	2	1	-14	-2.0	0.8	40	4	-7	-2	-1	·
COc1ccc(OC)c(NC(=O)COC(=O)CNC(=O)c2ccc(OC)c(OC)c2)c1	-12	-3	11	-1.2	-1.5	10	0	2	1	-1	-4
COc1cccc(CSc2nc3cc4c(cc3cc2C)OCCO4)c1	-2	-9	-6	0.9	0.4	-6	-13	2	16	10	6
COc1ccccc1C(=O)Nc1ccnn1C1CCN(C(=O)C2CCOC2)CC1 (configuration not stated)	-5	-2	-14	0.0	·	-1	-4	-5	-5	-4	34

A second format for some results above:
Molecule | PvdQ inh | Keap1-Nrf2 PPI | PfHsp90 set2 | C-LANA FP | CDK5 inh | Rtt109 Vps75 | dFosB act | Cardiac RTF inh | NSD2 HMT inh | RTF Ca sens act | SUMO Mot1 rescue
COc1ccc(-n2nc(C(=O)NCC(=O)NCCCN3CCN(C)CC3)c3ccccc3c2=O)cc1OC | -14 | 0 | -31 | 0.9 | -1.5 | -2 | -5 | -1 | 24 | 0 | -11
COc1ccc(CCNC(=O)CCn2cccc2)cc1OC | 0 | -3 | -2 | 0.7 | -0.5 | 5 | 4 | 2 | 9 | 5 | -1
CCc1nc(SCC(=O)N2CCN(C(=O)c3ccco3)CC2)c2c3c(sc2n1)CCCC3 | -8 | 5 | 3 | -1.9 | 0.7 | -9 | -22 | -11 | 4 | -2 | -10
O=C(NCc1c(F)cccc1F)c1cc(COc2c(F)cccc2F)on1 | 2 | 2 | -14 | 0.5 | 0.6 | 13 | 5 | 0 | 0 | -1 | -8
Cc1c(C(=O)N2CCOCC2)sc(NC(=O)c2ccc([N+](=O)[O-])cc2)c1C#N | -16 | 1 | -5 | 1.8 | -0.8 | -2 | -5 | -4 | 4 | 1 | 4
COc1ccccc1NC(=S)NCCSc1ccc(C)cc1 | 3 | -2 | -13 | -0.5 | 0.4 | -3 | -1 | 4 | 0 | -10 | 11
CCN(CCNC(=O)C1CCC(=O)N1Cc1ccc(C)cc1)c1ccccc1 (configuration not stated) | -11 | -6 | -29 | -0.4 | 0.2 | -6 | -2 | -12 | 1 | 4 | -4
COC(=O)C1(Cc2cc(-c3cccc(Br)c3)no2)CCN(C(=O)OC(C)(C)C)CC1 | -6 | -3 | -70 | 1.8 | -0.1 | 3 | 0 | -11 | · | 0 | -5
CC(C)(C)c1cc(OC(=O)C2CCCC2)ccc1O | 6 | 5 | -11 | 0.1 | -2.3 | 21 | -12 | -1 | 3 | -1 | -5

New compounds follow:
SMILES	PvdQ inh	Keap1-Nrf2 PPI	PfHsp90 set2	C-LANA FP	CDK5 inh	Rtt109 Vps75	dFosB act	Cardiac RTF inh	NSD2 HMT inh	RTF Ca sens act	SUMO Mot1 rescue
COc1ccc(CN(CCC(c2ccccc2)c2ccco2)C(=O)c2ccco2)cc1 (configuration not stated)	-14	-10	17	-0.8	-0.3	-1	-10	-16	7	-4	-20
Cc1cccc(C(=O)NC(=S)Nc2ccc(S(=O)(=O)N(C)c3ccccc3)cc2)c1	-6	-2	-10	-0.4	1.8	5	-5	4	0	-2	-3
Cc1ccnn1CCC(=O)N1CCCC(CCC(=O)N2CCN(c3ccccn3)CC2)C1 (configuration not stated)	-8	-1	5	0.1	-1.9	-9	-5	-5	-5	5	61
Cc1cc(C(=O)Nc2nnc(C3CCCCC3)s2)no1	-14	-4	-5	0.3	-0.1	-5	3	-1	0	3	9
CC(C)Cn1c(CCNC(=O)c2ccco2)nc2ccccc21	-14	-5	-3	2.0	1.0	-2	-13	1	·	9	8
Cc1ccc(C)c(OCc2ccc(C(=O)N3N=C(C(F)F)CC3(O)C(F)F)o2)c1 (configuration not stated)	12	4	-112	-0.7	-1.0	-10	3	5	2	0	14
CCOC(=O)N1CCN(C(=O)CCn2c(=S)[nH]c3ccsc3c2=O)CC1	-9	-5	13	2.2	-0.9	3	1	5	14	-2	41
O=C(CN(C(=O)c1csnn1)c1ccccc1Cl)NC1CCCC1	-19	1	14	-1.0	1.3	-9	8	-12	5	0	-7
Cc1ccnc(NS(=O)(=O)c2ccc(NC(=O)C34CC5CC(C)(CC(C)(C5)C3)C4)cc2)n1	-7	-1	16	-0.7	0.4	22	-9	-2	2	1	122
O=C(O)Cc1c(-c2ccccc2)c2cc(Br)ccc2[nH]c1=O	-7	7	4	-2.5	-1.3	-3	-7	-14	-2	-1	-3
CN=c1scc(-c2ccccc2F)n1/N=C/c1ccc(O)c(O)c1O	-13	-4	16	-3.8	7.7	14	-25	-3	11	2	·
CCOC(=O)N1CCC(N(CCCOC)C(=O)Nc2cccc(OC)c2)CC1	-11	1	-7	0.0	-1.0	-6	4	-6	5	9	12
CCc1ccc(Nc2nnc(SCC(=O)N(C)CC(=O)Nc3ccccc3CC)s2)cc1	-16	2	-21	-0.6	-3.1	1	-4	-6	22	-2	-12
CCOC(=O)N1CCN(C(=O)C2CCN(Cc3nc(-c4ccccc4C)oc3C)CC2)CC1	-7	-8	33	0.5	0.7	5	-7	-6	·	4	-4
COc1ccc(C(F)(F)F)cc1N/C=C\c1nnnn1-c1ccccc1	-1	0	-2	0.3	-1.5	-6	-7	-7	-1	2	15
CC(NC(=O)OCc1ccccc1)C(=O)NCC(=O)NC(Cc1ccc(OC(C)(C)C)cc1)C(=O)OC(C)(C)C (configuration not stated)	-16	-1	5	0.3	0.1	18	-17	-7	4	-2	-23
COc1ccc(OC)c(-n2c(SC)nnc2-c2c[nH]c3ccccc23)c1	-8	-1	-1	-0.7	0.4	3	-3	-11	·	3	-1
O=C(CCN1CCCCC1)NCC1OCCc2ccccc21 (configuration not stated)	6	0	5	-0.8	-1.0	10	-1	-1	0	-9	-1
COc1ccc(CCn2nnnc2C(C(C)C)N2CCN(c3ncccn3)CC2)cc1OC (configuration not stated)	5	-3	-1	0.1	·	3	-9	3	11	-4	-19
COc1ccc(/C=N/NC(=O)c2cc3cc(OC)c(OC)cc3[nH]2)cc1	-4	1	11	-0.2	0.1	-10	-10	-4	·	-2	2
CCOC(=O)c1cn2nc(Oc3cccc(C(F)(F)F)c3)ccc2n1	8	-4	6	2.5	0.3	6	-13	-3	-2	-5	-20
Cc1cnc(NC(=O)Cc2ccc(S(=O)(=O)N3CCOCC3)s2)s1	-18	13*	-2	8.2	1.2	4	-14	-5	1	5	7
Cc1cc(C)cc(NC(=O)CSc2nc3nc(C)cc(C)c3c(=O)[nH]2)c1	-17	-3	-13	1.4	-4.0	-4	-20	-11	30	-2	-1
Cc1ccc(C(=O)OCc2ccc3c(c2)OCO3)cc1S(=O)(=O)N1CCCCC1	-14	-2	39	-0.8	0.9	11	-3	-4	0	-2	-4
CN1C(C(=O)Nc2ccc(OC(F)(F)F)cc2)=CC(c2ccco2)=NS1(=O)=O	-5	4	-35	-1.0	-2.5	19	-3	-13	14	0	-25
COc1ccc(N2CCN(C(=O)NC(=O)c3ccccc3)CC2)cc1	2	0	10	8.6	-0.3	12	-8	-1	5	-7	13
CCc1ccc(N(CC(=O)N2CCCCCC2)S(C)(=O)=O)cc1	-16	-9	14	-0.6	0.2	-6	1	0	0	-3	-9
Cc1ncc(CO)c(/C=N/NC(=O)c2ccoc2C)c1O	14	5	·	4.0	0.0	i	-13	3	-1	-9	·

This is a random part of the collection; overall some 3.2% were active at least once.
